Assay outcomes (PubChem)
SMN2 splice enh – SMN2 splice variant enhancement. Potency, µM (titrated, usually from 46.1 µM), for the others: top-dose activity change, positive = activation, hits mostly activators. HEK293 SMN2-luciferase splicing reporter, luminescence, 30-36 h. AID 1458. hit rate 2.8% among 210,000; further: % of control where 0% means no effect; nearly all actives have a fitted effect of over 55% in size
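HEK293 cells carry an SMN2 […]–luciferase reporter in which exon 7 inclusion puts luciferase in frame. Cells were plated 10-12 h before compound addition, then incubated 30-36 h at 37C. ONE-Glo luminescence was read; sodium butyrate at 4.5 mM final served as control.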
KDM4E inh – JMJD2E (human) inhibition; B2RXH2; JMJD2E catalytic domain, FDH-coupled NADH fluorescence (FDH is formaldehyde dehydrogenase); Potency, µM (highest dose often 57.1 µM), without a hit: at the top dose activity change, negative = inhibition, actives largely listed as inhibitors; hit rate 1.6% among 230,000; AID 2147; active means well fitted inhibition curve with a large enough effect, not every such curve was filed as active; inconclusive means small, poorly fitted or top-dose-only effect, or another doubt; inactive means no such curve, though single readings can be large or run the other way;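 further: 0% = wells with enzyme and -100% = buffer wells without enzyme; nearly all actives have a fitted effect of over 50% in size; many of its hits are not listed in these tables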
Target sequence (B2RXH2 1-337 limits assumed): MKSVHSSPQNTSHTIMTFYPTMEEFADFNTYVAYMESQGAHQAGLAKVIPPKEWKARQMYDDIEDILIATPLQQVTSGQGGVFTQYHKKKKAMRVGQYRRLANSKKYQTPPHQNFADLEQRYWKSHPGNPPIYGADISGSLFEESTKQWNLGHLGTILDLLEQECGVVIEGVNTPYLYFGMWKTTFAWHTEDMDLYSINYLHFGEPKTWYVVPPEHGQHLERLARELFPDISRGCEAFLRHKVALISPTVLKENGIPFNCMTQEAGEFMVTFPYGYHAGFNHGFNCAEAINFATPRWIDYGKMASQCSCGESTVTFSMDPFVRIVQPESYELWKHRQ
ALDH1A1 block – ALDH1A1 (human) enzyme inhibition. Potency, µM (titrated, usually from 75.3 µM), for inactives: top-dose activity, negative = inhibition, usual class: inhibitors. Purified ALDH1A1, NADH fluorescence, propionaldehyde substrate. hit rate 7.3% among 220,000. P00352. AID 1030; active means well fitted inhibition curve with a large enough effect, not every such curve was filed as active; inconclusive means small, poorly fitted or top-dose-only effect, or another doubt; inactive means no such curve, though single readings can be large or run the other way;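 further: plate controls were no enzyme wells and a reference inhibitor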
RECQ1 helicase – blocks DNA unwinding by human RECQ1; P46063; RECQ1 DNA unwinding, red fluorescence kinetic read; Potency, µM (titrated, usually from 57.3 µM), for inactives: top-dose activity, negative = inhibition, hits mostly inhibitors; hit rate 0.54% among 240,000; AID 2549;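 further: plate controls were vehicle for no effect and no enzyme for full effect; nearly all actives have a fitted effect of over 30% in size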
Target sequence (P46063 whole entry, looked up): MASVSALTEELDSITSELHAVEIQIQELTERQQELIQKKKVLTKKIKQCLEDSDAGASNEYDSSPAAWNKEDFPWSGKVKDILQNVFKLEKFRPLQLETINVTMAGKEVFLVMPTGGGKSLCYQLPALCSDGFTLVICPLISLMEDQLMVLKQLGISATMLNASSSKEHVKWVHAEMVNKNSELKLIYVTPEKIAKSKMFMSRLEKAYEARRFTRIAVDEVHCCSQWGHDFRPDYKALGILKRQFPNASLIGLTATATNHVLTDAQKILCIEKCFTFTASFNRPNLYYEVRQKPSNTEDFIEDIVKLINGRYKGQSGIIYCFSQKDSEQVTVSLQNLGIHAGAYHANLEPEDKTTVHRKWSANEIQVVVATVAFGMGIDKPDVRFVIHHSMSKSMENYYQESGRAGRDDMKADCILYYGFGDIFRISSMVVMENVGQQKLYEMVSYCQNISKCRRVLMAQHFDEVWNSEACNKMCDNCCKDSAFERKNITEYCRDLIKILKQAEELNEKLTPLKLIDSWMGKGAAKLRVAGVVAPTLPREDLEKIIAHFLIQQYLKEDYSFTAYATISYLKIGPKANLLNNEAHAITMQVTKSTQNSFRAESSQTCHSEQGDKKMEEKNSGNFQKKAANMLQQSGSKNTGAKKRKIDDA
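RECQ1T1 50 nM; forked duplex (20 bp + 30-nt ss tails) 200 nM, ATP 2 mM final; pH 8.0, 2 mM MgCl2, 2.5 ug/ml poly(dI-dC); 15 min compound preincubation; discontinuous kinetic read over 2 h at RT.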
Tau ThT inhib – tau fibrillization inhibition (ThT binding). recombinant tau K18 P301L (four-repeat tau fragment), heparin-induced fibrillization, ThT fluorescence. Potency, µM (doses to about 57.4 µM), for inactives: at the highest dose activity, negative = inhibition, hits mostly inhibitors. hit rate 2.1% among 270,000. AID 1460; further: on the % scale 0 is the no-effect control and ±100 the full control effect; nearly all actives have a fitted effect of over 55% in size
Target sequence (P10636 561-689 P618L limits assumed): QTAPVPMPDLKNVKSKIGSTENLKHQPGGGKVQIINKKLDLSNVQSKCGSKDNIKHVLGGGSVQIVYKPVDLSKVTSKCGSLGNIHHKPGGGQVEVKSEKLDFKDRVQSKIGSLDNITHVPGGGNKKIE
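Aggregation was driven by heparin (20 uM final) acting on recombinant tau […] bearing P301L in 100 mM sodium acetate pH 7; fibrils were detected with Thioflavin T.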
KinaseGlo FLuc – counter-screen: inhibitors of Kinase-Glo firefly luciferase. Q27757. Kinase-Glo luciferase, ATP luminescence, 8 min. Potency, µM (doses to about 38.3 µM), for inactives: at the top dose activity change, negative = inhibition, usual class: inhibitors. hit rate 0.28% among 200,000. AID 1379; further: on the % scale 0 is the no-effect control and ±100 the full control effect; nearly all actives have a fitted effect of over 60% in size
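Recombinant Kinase-Glo luciferase, 10 uM ATP (linear range), luciferin; imidazole pH 7.2 / KCl / MgCl2 / Tween / BSA buffer; 8 min RT; luminescence.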
LMNA splice mod – modulators of lamin A splicing | HeLa LMNA splicing GFP/RFP minigene ratio, 48 h | hit rate 0.01% among 200,000 | Potency, µM (series often up to 46.1 µM), for inactives: at the highest dose ratio change, negative = inhibition, most hits filed as inhibitors; active means well fitted inhibition curve with a large enough effect in the signal ratio, with a control signal flat, not every such curve was filed as active; inconclusive means small, poorly fitted or top-dose-only effect, or effect the other way, or a change in a side signal; the % refers to the signal ratio; further: on the % scale 0 is the no-effect control and ±100 the full control effect
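S3 HeLa cells stably expressing lamin A-EGFP splicing minigene plus DsRed2, 600 cells/well, 48 h compound exposure at 37C. Laser-scanning cytometry; analysed as GFP (500-530 nm)/RFP (575-640 nm) total intensity ratio; 0.5% DMSO vehicle.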
L3MBTL1 block – inhibitors of human L3MBTL1. AlphaScreen L3MBTL1–H3K9me1 peptide binding. Potency, µM (titrated, usually from 57.1 µM), without a hit: at the highest dose activity, negative = inhibition, most hits filed as inhibitors. hit rate 0.66% among 230,000. AID 485360; further: on the % scale 0 is the no-effect control and ±100 the full control effect; nearly all actives have a fitted effect of over 60% in size
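Displacement of a biotinylated histone H3(1-15) peptide monomethylated at Lys9 (75 nM) from L3MBTL1 (50 nM) was measured by AlphaScreen after a 30 min room-temperature compound incubation; cefsulodin titration served as intraplate control.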
Numbers without * were called inactive; i = inactive; ? = inconclusive; · = no result given; & = joins results of further samples; [ ] = remark or other dose. Unless noted, the call rests on the fitted dose curve; in most records, active means well fitted curve in the direction sought with a large enough effect; inconclusive means small, poorly fitted or top-dose-only effect, or another doubt; inactive means no such curve, though single readings can be large; an effect the other way counts as inactive or inconclusive. Potency means the concentration at half of the fitted maximal effect. Some of the compounds tested; count on the stated rates, not on these rows.

no. | structure | SMN2 splice enh | KDM4E inh | ALDH1A1 block | RECQ1 helicase | Tau ThT inhib | KinaseGlo FLuc | LMNA splice mod | L3MBTL1 block
1 | CC(=O)c1cccc(NC(=O)Nc2cc3sccc3n2C)c1 | -2% | ? | ? | i | ? | -10% | ? | -8%
2 | CCOC(=O)c1cnc(SCc2nc(N)nc(Nc3ccc(OC)cc3)n2)nc1N | 7% | 17% | 9% | -1% | ? | 5% | 10% | ·
3 | Cc1ccc(C(C)C)c(OCC(=O)NN=C(CCl)CCl)c1 | · | -28% | · | -4% | ? | · | · | ?
4 | Cc1ccc2cc(CN(Cc3ccco3)C(=O)NC3CCCCC3)c(=O)[nH]c2c1C | -28% | ? | ? | -11% | -10% | -2% | ? | -16%
5 | COC(=O)c1ccc(C(C(=O)NC2CCCCC2)N(C(=O)Cc2cccs2)C2CC2)cc1 (configuration not stated) | -19% | -1% | 6% | -11% | -6% | -6% | 3%[0.0737 µM] | 6%
6 | Cc1ccc(OCCn2c(NC(=O)c3ccco3)nc3ccccc32)cc1 | 12% | ? | -6% | i | -8% | 0% | 9% | ·
7 | CNc1nnc(-c2cc3cc(Cl)ccc3oc2=O)s1 | ? | 1% | 12% | -7% | ? | -2% | 9% | ·
8 | COc1cc(CN2CCN(c3ccccc3F)CC2)c([N+](=O)[O-])cc1OC | -9% | 21% | 28µM* | -2% | -4% | 0% | -7% | -18%
9 | CCOc1ccc2nc(N3CCC(C(=O)N4CCN(c5ccccn5)CC4)CC3)sc2c1 | -86%[inhibitor] | -4% | ? | i | ? | 4% | ? | -4%
10 | Cc1ccc(-c2ccc(/C=N/O)o2)cc1[N+](=O)[O-] | -5% | -6% | 3.2µM* | i | ? | -5% | 7%[46 µM] | ·
11 | CCOC(=O)CS(=O)(=O)c1ccc(O)cc1 | 10% | 5% | 8% | 9% | 0% | 0% | 1%[46 µM] | 10%
12 | CCOC(=O)c1c(-c2ccco2)csc1N | 1% | -28% | 20µM* | -22% | -15% | 0% | 7% | -1%
13 | C[N+](C)(C)CCOC(=O)CCC(=O)OCC[N+](C)(C)C | -8% | -1% | -4% | i | -3% | -1% | -12% | ·
14 | Cc1csc(NC(=O)CSc2nnc(-c3ccc(Cl)cc3)n2N)n1 | -17% | -4% | 11% | -2% | ? | 19% | 6% | ·
15 | CCCSc1nc(C)c(C(C)=O)cc1C#N | 18% | 4% | -2% | -9% | -11% | 19% | 1% | ·
16 | O=C1C(Cc2c[nH]c3ccccc23)NC(=S)N1C1CCCCC1 (configuration not stated) | 16% | -9% | -5% | -21% | -10% | -2% | 7%[46 µM] | ·
17 | CCCOc1ccc(C(O)(CCC)CCN2CCCCC2)cc1 (configuration not stated) | -19% | 9% | 25µM* | -2% | -3% | 0% | ? | -20%
18 | CC(/C=N/NC(=O)c1ccccn1)=C\c1ccco1 | · | -19% | · | -14% | ? | · | · | -14%
19 | COc1ccc(-c2[nH]ncc2CNCCn2cccn2)c(F)c1 | · | ? | 1% | i | -5% | 3% | -6%[46 µM] | 9%
20 | CCOc1cc(C)c(Cl)cc1S(=O)(=O)N(C)C | -14% | 1% | 3% | -10% | -1% | 2% | -10% | 6%
21 | CCc1nc2ccccc2n1CC(O)COCC1CC=CCC1 (configuration not stated) | -18% | 18% | 1% | i | -2% | 1% | 10%[46 µM] | 2%
22 | COC(=O)Nc1nnc(Cc2ccccc2)s1 | -1% | -4% | -7% | 11% | -14% | 5% | -2% | 15%
23 | CCCCNc1cc(Cl)nc(N)n1 | · | -16% | · | -8% | -5% | · | · | 3%
24 | Cc1cc(C)c(C#N)c(SCc2ccc3c(c2)OCO3)n1 | ? | -9% | ? | -6% | -12% | 2% | ? | ·
25 | CCCCCCOc1ccc(N2C(=O)CC(NCCc3ccc(S(N)(=O)=O)cc3)C2=O)cc1 (configuration not stated) | 49% | -1% | ? | 0% | ? | -4% | 5% | ·
26 | Fc1ccc(-n2c(-c3ccco3)nc3nc4ccccc4nc32)cc1 | -6% | ? | ? | i | -1% | 2% | -2% | -3%
27 | O=C(C1CC(c2ccc(F)cc2)=NO1)N1CCN(c2ccccc2)CC1 (configuration not stated) | 2% | -14% | 0% | -7% | ? | 19% | -2% | ·
28 | Cc1ccc(-n2nnc3c(SCC(=O)NCc4ccco4)ncnc32)cc1 | -7% | -1% | 0% | -4% | ? | -3% | -9% | -4%
29 | Cc1cc(=O)oc2cc(OC(=O)CCCCCN3C(=O)c4ccccc4C3=O)ccc12 | -7% | -3% | ? | -17% | ? | 6% | ? | -3%
30 | COc1ccccc1NC(=O)C(C)NS(=O)(=O)c1ccc(Cl)cc1 (configuration not stated) | -17% | 11% | -2% | i | -4% | 1% | 9% | 7%

Profiles as entered above. Order of values: SMN2 splice enh	KDM4E inh	ALDH1A1 block	RECQ1 helicase	Tau ThT inhib	KinaseGlo FLuc	LMNA splice mod	L3MBTL1 block
Cc1ccc(C(C)C)c(OCC(=O)NN=C(CCl)CCl)c1 is listed as ·	-28%	·	-4%	?	·	·	?
CC(=O)c1cccc(NC(=O)Nc2cc3sccc3n2C)c1 is listed as -2%	?	?	i	?	-10%	?	-8%
CCOc1ccc2nc(N3CCC(C(=O)N4CCN(c5ccccn5)CC4)CC3)sc2c1 is listed as -86%[inhibitor]	-4%	?	i	?	4%	?	-4%
Cc1ccc2cc(CN(Cc3ccco3)C(=O)NC3CCCCC3)c(=O)[nH]c2c1C is listed as -28%	?	?	-11%	-10%	-2%	?	-16%
CCCSc1nc(C)c(C(C)=O)cc1C#N is listed as 18%	4%	-2%	-9%	-11%	19%	1%	·

(cont.)
no. | structure | SMN2 splice enh | KDM4E inh | ALDH1A1 block | RECQ1 helicase | Tau ThT inhib | KinaseGlo FLuc | LMNA splice mod | L3MBTL1 block
31 | CSCCC(C(=O)OCC(=O)c1ccc(C)c(C)c1)N1C(=O)c2cc(Cl)c(Cl)cc2C1=O (configuration not stated) | 0% | 2% | 5% | -14% | 4% | 18% | 0% | ·
32 | Cc1ccc(OCC(=O)NNc2c3ccccc3nc3ccccc23)cc1 | -61%[inhibitor] | ? | 15% | -1% | 13µM* | -2% | ? | -8%
33 | COC(=O)c1sccc1NN1C(=O)c2ccccc2C1=O | · | 1% | 4% | -19% | -7% | · | ? | 5%
34 | O=S(=O)(Nc1ncnc2sc3c(c12)CCC3)c1ccc(Cl)s1 | -14% | -2% | ? | i | ? | 2% | -6% | -20%[11.4 µM]
35 | O=C(C1CC1)n1cc(C(=S)N2CCOCC2)c2ccccc21 | -3% | -6% | -8% | i | -3% | -5% | 15% | -2%
36 | c1ccc(-n2c(SCC3CCCCO3)nnc2-c2cnccn2)cc1 (configuration not stated) | -4% | -10% | ? | i | 1% | 0% | 10% | ·
37 | O=C(O)c1ccc2c(c1)C(=O)N(C(Cc1ccc(O)cc1)C(=O)O)C2=O (configuration not stated) | 4% | -1% | -3% | -8% | 4% | 1% | 0% | 4%
38 | O=C(Nc1cccnc1)NC1CCCCC1 | 12% | -3% | 0% | -17% | -3% | 4% | -7%[9.22 µM] | 0%
39 | Nc1nc(CCl)nc(Nc2ccc3ccccc3c2)n1 | · | 2% | · | -1% | ? | · | · | ?
40 | Cc1ccc(S(=O)(=O)CC(c2ccccc2)N2CCCCC2)cc1 (configuration not stated) | -7% | -5% | ? | i | 5% | 2% | -5%[46 µM] | 1%

Reformatted with each value named: part of the list above
(33) COC(=O)c1sccc1NN1C(=O)c2ccccc2C1=O
  SMN2 splice enh = · | KDM4E inh = 1% | ALDH1A1 block = 4% | RECQ1 helicase = -19% | Tau ThT inhib = -7% | KinaseGlo FLuc = · | LMNA splice mod = ? | L3MBTL1 block = 5%

(36) c1ccc(-n2c(SCC3CCCCO3)nnc2-c2cnccn2)cc1 (configuration not stated)
  SMN2 splice enh = -4% | KDM4E inh = -10% | ALDH1A1 block = ? | RECQ1 helicase = i | Tau ThT inhib = 1% | KinaseGlo FLuc = 0% | LMNA splice mod = 10% | L3MBTL1 block = ·

(cont.)
no. | structure | SMN2 splice enh | KDM4E inh | ALDH1A1 block | RECQ1 helicase | Tau ThT inhib | KinaseGlo FLuc | LMNA splice mod | L3MBTL1 block
41 | Cc1cccc(C)c1NC(=S)N(c1ccccc1)C(C)C | -5% | -5% | 8% | -16% | 2% | -3% | -3% | -3%
42 | CCOc1ccccc1NC(=O)CN(C)S(=O)(=O)c1ccc(OC)c(C)c1 | -19% | 5% | ? | i | -6% | 1% | -5% | -2%
43 | CCCc1nc(SCC(=O)NNC(=O)c2ccc(OC)cc2)c2ccccc2n1 | 7% | -2% | 6% | -11% | -16% | -1% | · | 13%
44 | CCc1cc2cc3c(cc2nc1SCC(=O)OC(C)C)OCO3 | 0% | 9% | -7% | i | 10% | -1% | · | 83%[activator]
45 | CC1(C)CC(=O)C=C(NCc2ccc(Cl)c(Cl)c2)C1 | -23% | 1% | -4% | 0% | 2% | -5% | -1% | 2%
46 | Cc1cc(C)nc(/N=C(\N)C2=C(O)CC(C)(C)CC2=O)n1 | -16% | -2% | 3.2µM* | 0% | -3% | -7% | 6% | 4%
47 | CCOc1ccc(NC(=O)CC2C(=O)N(c3ccc(OC)cc3)C(=O)N2CCc2ccc(OC)c(OC)c2)cc1 (configuration not stated) | -10% | 2% | ? | -12% | -10% | 0% | 7%[9.22 µM] | ·
48 | Nc1nc(Nc2cccc(F)c2)nc2ccccc12 | ? | ? | 2% | -8% | -1% | -16% | 7% | 5%
49 | COc1cc2cccc(OC)c(=O)c2c(O)c1OC | 16% | -3% | 9% | i | ? | -1% | -13% | -1%
50 | CC(=O)Nc1ccc(S(=O)(=O)NCC2CCC(C(=O)NCc3ccccc3)CC2)cc1 (configuration not stated) | 4% | 14% | -7% | -1% | -5%&-5% | -1% | -4%[46 µM] | ·
51 | O=C(COC(=O)c1ccc(Sc2ccccc2)c([N+](=O)[O-])c1)NC1CCS(=O)(=O)C1 (configuration not stated) | 3% | 0% | 1% | -1% | -9% | 1% | ? | -11%
52 | Nc1c(C(=O)c2ccccc2)sc2snc(SCC(=O)c3ccccc3)c12 | 3% | ? | 10µM* | -10% | 7.9µM* | -2% | -9% | -6%
